# TRPC4 act – activators of mouse TRPC4 channel, primary screen, Fluo4 calcium, HEK293 TRPC4beta/mu-opioid cells | Fluo4 calcium fluorescence; active compounds read high | B-score at 10 µM | actives 0.49% (n = 310,000) | AID 2237, 2010;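 active = B-score above 5 SD of library B-scores, and initial fluorescence ratio not above library mean plus 5 SD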;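 also: positive B-score marks a calcium rise read as TRPC4 activation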
#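 Material: TRPC4beta and mu-opioid receptor HEK293 stable cells | Incubation: 45 min room-temperature Fluo4 loading, 110 s read | Detection: Kinetic Fluo4 calcium fluorescence | Measure: Integrated baseline-normalised fluorescence ratio, converted to per-well B score | Benchmarks: Low control buffer alone, high control maximal DAMGO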
# KCNK3 inh – human KCNK3 channel inhibitors, primary screen, CHO cells, FluxOR thallium flux, B-score; Potassium channel subfamily K member 3 (Homo sapiens), O14649; FluxOR fluorescence; active compounds read low; B-score at 10 µM; actives 0.84% (n = 340,000);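 active = B-score under library mean minus 4 SD, starting fluorescence ratio at most library mean plus 5 SD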;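 also: more negative B-score means stronger inhibition of thallium flux through KCNK3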
# KCNQ1 block – inhibitors of human KCNQ1 channel, primary screen, cell-based, thallium flux, high-throughput. actives 1.3% (n = 310,000). Potassium voltage-gated channel subfamily KQT member 1 (Homo sapiens), P51787. CHO-K1 KCNQ1, FluxOR thallium flux fluorescence; active compounds read high. AID 2642, 2010. B-score at 10 µM;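 active = compounds whose thallium flux B-score, printed positive for inhibition, exceeds three library SD while starting fluorescence stays within three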;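 also: channel opened by potassium depolarization with thallium stimulus after 20 min compound exposure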
# ANO1 activ – TMEM16A chloride channel activators or potentiators, primary screen, cell-based, HTS; Anoctamin-1 (Mus musculus), Q8BHY3; HEK293 TMEM16A/YFP-H148Q/I152L, iodide quench fluorescence; active compounds read low; B-score at 10 µM; actives 0.3% (n = 340,000);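 active = fluorescence-ratio B-score plate-corrected deviation score at least 3 library SD below zero, with starting fluorescence score within 5 deviations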;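 also: channel opened by trigger with iodide after compound preincubation; score built on the fluorescence ratio of max minus min over baseline; more negative score means more quench and so TMEM16A activation or potentiation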
# HDAC3 inhib – HDAC3 deacetylase inhibitors, primary screen, biochemical, fluorescence, cell-free homogeneous; Histone deacetylase 3 (Homo sapiens), O15379; recombinant HDAC3, fluorogenic peptide/trypsin coupled; inhibition, % at 8.3 µM; actives 0.15% (n = 320,000); in the data active = inhibition above about 26%, passing the limit was not always enough
# KCNQ1 pot – potentiators or activators of KCNQ1 channel, primary screen, cell-based, thallium flux, high-throughput. Potassium voltage-gated channel subfamily KQT member 1 (Homo sapiens), P51787. CHO-K1 KCNQ1, thallium flux FluxOR fluorescence; active compounds read high. B-score at 10 µM. actives 0.35% (n = 310,000). AID 2648, 2010;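 active = fluorescence ratio B-score, a plate-corrected score, at least three library SD, with initial intensity B-score within 5 SD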
#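 assay system = CHO-K1 cells stably expressing KCNQ1 | medium = assay buffer, equal DMSO in all wells | timing = 37 °C overnight plating, 90-min dark dye load, 20-min compound pretreatment | measured by = kinetic FluxOR thallium fluorescence, 10-s 1-Hz baseline, 110-s post-stimulus read | measure = fluorescence change relative to baseline, converted to B score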
# TRPC4 PAM – positive allosteric modulators of TRPC4, primary screen, cell-based, mouse TRPC4beta, HEK293 mu-opioid, Fluo-4 calcium | actives 0.42% (n = 310,000) | AID 2227, 2009 | DAMGO EC20, Fluo-4 Ca2+ flux; active compounds read high | Short transient receptor potential channel 4 (Mus musculus), Q9QUQ5 | B-score at 10 µM;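 active = B-score of calcium response area above 5 SD of library B-scores, with initial fluorescence ratio within 5 SD of library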;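 also: B-score of integrated fluorescence ratio over time as area under calcium response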
# hERG protect – hERG rescue from dofetilide block, primary screen, cell-based, CHO-hERG, FluxOR thallium flux, dofetilide IC70; activation (rescue from dofetilide block), less the hit threshold, % at 10 µM; actives 0.51% (n = 310,000); dofetilide IC70 present; AID 1511, 2009;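 active = activation above the mean of controls blocked by dofetilide plus 5 SD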;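 also: thallium influx through hERG after potassium depolarization seen as dye fluorescence rise; in these data hits start at about 4.7%; inactives centre near -7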
# TMEM16A inh – TMEM16A chloride channel inhibitors, primary screen, cell-based, HTS. HEK293 TMEM16A/YFP iodide influx fluorescence, ionomycin. normalized B-score (activity score, 25-100; higher = stronger inhibition) at 10 µM. actives 1.2% (n = 310,000). AID 588511, 2011;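 active = ratio plate-corrected score three or more library SD toward inhibition, starting fluorescence score within five deviations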;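 also: score derived from kinetic fluorescence span divided by baseline fluorescence per well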
# KCNK9 inh – KCNK9 potassium channel inhibitors, primary screen, HEK293 cells, thallium flux. Potassium channel subfamily K member 9 (Homo sapiens), Q9NPC2. AID 488922, 2010. B-score at 10 µM. FluxOR thallium flux fluorescence; active compounds read low. actives 1.2% (n = 310,000);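 active = ratio B-score over 3 SD below the library mean, with starting fluorescence within 5 SD of its mean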;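 also: negative B-score means less thallium flux so channel inhibition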
# DYRK1A inh – rat Dyrk1A kinase inhibitors, primary screen, biochemical, single point, plate reader; actives 0.43% (n = 310,000); ADP-Glo luminescence, NFATc1 peptide; Dual specificity tyrosine-phosphorylation-regulated kinase 1A (Rattus norvegicus), Q63470; inhibition, % at 12.5 µM; in the data active = inhibition above about 50%;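 also: plate controls were vehicle with enzyme for no effect and no enzyme for full effect; many of its hits are not listed in these tables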
# Numbers without * were called inactive; i = inactive; · = not tested or not shown. This is a subset; count on the stated rates, not on these rows.
structure,TRPC4 PAM,HDAC3 inhib,ANO1 activ,TRPC4 act,KCNQ1 block,DYRK1A inh,hERG protect,KCNK9 inh,KCNQ1 pot,TMEM16A inh,KCNK3 inh
CC(C)(C)NC(=O)CN(Cc1cccs1)C(=O)CCN1CCc2ccccc21,i,5,i,i,i,2,-11,i,i,i,i
O=C(CSCC(=O)N1CCOCC1)Nc1nc(-c2ccccc2)cs1,i,-6,i,i,i,1,-7,i,i,i,i
Cc1nc2sccn2c(=O)c1S(=O)(=O)N1CCN(c2cccc(Cl)c2)CC1,i,2,i,i,i,2,-6,i,i,i,i
COc1ccc(OC)c(N(CC(=O)NCCSC2CCCCC2)S(=O)(=O)c2ccccc2)c1,i,-5,i,i,i,-4,-2,i,i,i,i
O=C(N1CCCCC1)N1CCN(S(=O)(=O)c2ccccc2)CC1,i,-5,i,i,i,-2,-5,i,i,i,i
CCc1nc2ccccc2c(C(=O)OCc2nnc(-c3ccccc3)o2)c1C,i,-3,i,i,i,1,-6,i,i,i,i
COc1ccc(C(=O)N/N=C(\C)CC(=O)N2CCN(C=O)CC2)cc1,i,1,i,i,i,-2,0,i,i,i,i
O=C1NC2(Nc3ccccc31)C(=O)Nc1ccc(Br)cc12 (stereo not drawn),i,-3,i,i,i,8,-4,i,i,i,i
CCOC(=O)N1CN(C(=O)OCC)CN(C(=O)OCC)C1,i,2,i,i,i,-6,0,i,i,i,i
COc1cc(/C=C2/C(=N)N3N=C(CC(=O)N4CCOCC4)SC3=NC2=O)ccc1OC(C)c1ccccc1 (stereo not drawn),i,1,i,i,i,-3,-3,i,i,i,i
Cc1ccc(C(C)C)cc1S(=O)(=O)NC1CC(C)(C)NC(C)(C)C1,i,-3,i,i,i,4,3,i,i,i,i
CCNc1ccc(C(=O)OCC(=O)N2CCCC2)cc1[N+](=O)[O-],i,-1,i,i,i,-1,-7,i,i,i,i
Cc1ccc(/C=C/C(=O)OCC(=O)NCCN2C(=O)CSC2=O)cc1,i,2,i,i,i,-3,-7,i,i,i,i
CC(=O)N1Cc2cc(N)ccc2Oc2ccccc21,i,0,i,i,i,4,-7,i,i,i,i
COc1ccc(C(=O)Nc2ccc(-c3n[nH]c(=S)o3)cc2)cc1OC,i,9,i,i,i,2,-3,i,i,i,i
CCOc1ccc(-c2nc(C)sc2CC(=O)O)cc1,i,5,i,i,i,-2,-10,i,i,i,i
COC(=O)c1cc(C(=O)NCCN2C(=O)S/C(=C\c3cccs3)C2=O)cc([N+](=O)[O-])c1,i,3,i,i,i,-6,-8,i,i,i,i
COc1ccc(OC)c(C2C3=C(CCCC3=O)Nc3c2c(=O)n(C)c(=O)n3C)c1 (stereo not drawn),i,-4,i,i,i,-5,-5,i,i,i,i
O=C1CC(C(=O)Nc2ccc(F)c(Cl)c2)N=C(N2CCCCC2)N1 (stereo not drawn),i,-2,i,i,i,-3,-18,i,i,i,i
COc1ccc(C2NC(=O)NC(C)=C2[N+](=O)[O-])cc1OC (stereo not drawn),i,3,i,i,i,5,-8,i,i,i,i
CCOC(=O)NC(=O)COC(=O)CNC(=O)c1ccc(OCC)c(OCC)c1,i,2,i,i,i,-5,-8,i,i,i,i
Cc1cc(C)nc(N2CCC(C(=O)NCc3cccc(C(F)(F)F)c3)CC2)n1,i,-1,i,i,i,-3,-9,i,i,i,i
COC(=O)[C@H](CCSC)NC(=O)NCCc1ccccc1F,i,0,i,i,i,2,-6,i,i,i,i
CCNC(=O)n1nccc1C(C)Oc1ccccc1 (stereo not drawn),i,-1,i,i,i,0,-7,i,i,i,i
COc1ccc(NC(=O)CN2C(=O)COc3ccc(C)cc32)cc1,i,2,i,i,i,-1,-4,i,i,i,i

# Carrying on:
structure,TRPC4 PAM,HDAC3 inhib,ANO1 activ,TRPC4 act,KCNQ1 block,DYRK1A inh,hERG protect,KCNK9 inh,KCNQ1 pot,TMEM16A inh,KCNK3 inh
O=C(NCCc1c[nH]c2ccccc12)C(=O)Nc1ccccc1,i,-7,i,i,i,3,-11,i,i,i,i
COC(C[C@@H]1O[C@@H]1[C@@H](O)[C@H](C)OCc1ccccc1)OC,i,·,i,i,i,-24,-8,i,i,·,i
CCN(Cc1ccccc1)C(=O)C1CCN(CC2CC=CCC2)CC1 (stereo not drawn),i,-6,i,i,i,1,1,i,i,i,i
C(=N\n1cnnc1)/c1nc2ccccc2[nH]1,i,-39,i,i,i,40,-4,i,i,i,i
CCOc1ccc(OCC)c(NC(=O)C2CCCN(S(=O)(=O)c3c(C)n[nH]c3C)C2)c1 (stereo not drawn),i,3,i,i,i,-11,-9,i,i,i,i
CCCOC1CCCN(Cc2nc(-c3cnccn3)no2)C1 (stereo not drawn),i,0,i,i,i,-2,-17,i,i,i,i
CCSCCOC(=O)C1=C(C)NC(=O)NC1c1cccc(OC)c1OC (stereo not drawn),i,3,i,i,i,10,-4,i,i,i,i
COc1ccc(CCn2c(=N)c(C(=O)NC3CCCC3)cc3c(=O)n4cccc(C)c4nc32)cc1,i,-7,i,i,13*,0,-36,i,i,i,-13*
CCc1ccc2nc(SCC(=O)N3CCCCC3)c(C#N)cc2c1,i,1,i,i,i,-3,-3,i,i,i,i
COc1ccccc1CNC(=O)c1ccc2c(c1)OCO2,i,1,i,i,i,5,-7,i,i,i,i
COCCNC(=O)c1noc2c1CCc1cc(OC)ccc1-2,i,9,i,i,i,5,-7,i,i,i,i
COc1ccc(C(=O)Nc2cccc(NC(=O)c3cccs3)c2)cc1OC,i,-4,i,i,i,2,-7,i,i,i,i
Cc1cccc(CSC2=NCCN2C(=O)c2ccc(Br)o2)c1,i,0,i,i,i,-2,-3,i,i,i,i
COc1cc(C=O)ccc1OS(=O)(=O)c1ccc(NC(C)=O)cc1,i,12,i,i,i,-1,-6,i,i,i,i
COc1ccc(OC)c(/C=N/NC(=O)CCCC(=O)Nc2cccc(Br)c2)c1,i,-8,i,i,i,2,-16,i,i,i,i
N#Cc1sc2nccc(Nc3ccccc3)c2c1N,i,0,i,i,i,·,-9,i,i,i,i
O=C(CCN1C(=O)C2C3C=CC(C3)C2C1=O)N1CCN(c2ccc([N+](=O)[O-])cc2)CC1 (stereo not drawn),i,3,i,i,i,4,-9,i,i,i,i
CCc1ccc(S(=O)(=O)Nc2ccc(C)c(NS(C)(=O)=O)c2)cc1,i,5,i,i,i,·,-5,i,i,i,i
CN(C(=O)c1ccccc1)C1(C)CCS(=O)(=O)C1 (stereo not drawn),i,-6,i,i,i,1,-1,i,i,i,i
Cc1ccc(CNS(=O)(=O)c2cc3c(cc2C)NC(=O)CO3)cc1,i,-6,i,i,i,7,-10,i,i,i,i
CCOC(=O)CSc1nnc(-c2cccs2)n1-c1ccccc1,i,-3,i,i,i,-6,-6,i,i,i,i
CCCC(=O)N1CCN(c2ccc(NC(=S)NC(=O)CC)cc2)CC1,i,-3,i,i,i,13,-2,i,i,i,i
CCOC(=O)/C(C#N)=C/c1cccc(F)c1,i,-4,i,i,i,3,-8,i,i,i,i
CSc1nc2ccsc2c(=O)n1-c1cccnc1,i,-7,i,i,i,-2,-1,i,i,i,i
Nc1nccnc1C(=O)OCC(=O)C12CC3CC(CC(C3)C1)C2,i,3,i,i,i,-2,-6,i,i,i,i

# Other structures follow.
structure,TRPC4 PAM,HDAC3 inhib,ANO1 activ,TRPC4 act,KCNQ1 block,DYRK1A inh,hERG protect,KCNK9 inh,KCNQ1 pot,TMEM16A inh,KCNK3 inh
O=[N+]([O-])c1ccccc1/C=N/n1c(C(F)(F)F)n[nH]c1=S,i,9,i,i,i,-2,-9,i,i,i,i
Cc1noc(C)c1CSCC(=O)Nc1nc(-c2ccc(F)c(F)c2)cs1,i,-2,i,i,i,-1,-18,i,i,i,i
FC(F)(F)c1cc(-c2ccccn2)nc2cc(-c3ccccc3)nn12,i,5,i,i,i,-9,-4,i,i,i,i
c1ccc(-n2cnc3cc(NCc4ccco4)ccc32)cc1,i,4,i,i,i,10,-12,i,i,i,i
Cc1cccc(C(=O)N/N=C/c2ccc[nH]2)c1,i,3,i,i,i,1,-9,i,i,i,i
N#Cc1nc(-c2ccccc2F)oc1N1CCN(C(=O)c2ccco2)CC1,i,-11,i,i,i,-5,-14,i,i,i,i
CN(C)C(CNC(C(=O)Nc1ccc(F)cc1)c1ccccc1)c1ccccc1 (stereo not drawn),i,0,i,139*,i,2,-11,i,i,i,i
C=CCn1c(SCC(=O)C(C)(C)C)nnc1-c1ccccn1,i,-1,i,i,i,2,-4,i,i,i,i
CCc1nc(SCC(=O)Nc2ccccc2OC)n[nH]1,i,-1,i,i,i,-6,-8,i,i,i,i

# Bioassay records deposited in PubChem BioAssay by several laboratories.
